High-throughput results from PubChem BioAssay.
A3A deaminase: human APOBEC3A DNA deaminase inhibition. recombinant A3A, FAM/TAMRA ssDNA deamination fluorescence. AID 493011. P31941. inhibition, % at 20 µM. hit rate 0.41% among 330,000;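 active = at least 40% inhibition at 20 µM here, with at most 30% in a related deaminase screen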;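 also: plate controls were A3A with DMSO for no effect and wells lacking A3A enzyme for full effect; some results filed as inactive read as strong as hits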
Target sequence (P31941 whole entry, looked up): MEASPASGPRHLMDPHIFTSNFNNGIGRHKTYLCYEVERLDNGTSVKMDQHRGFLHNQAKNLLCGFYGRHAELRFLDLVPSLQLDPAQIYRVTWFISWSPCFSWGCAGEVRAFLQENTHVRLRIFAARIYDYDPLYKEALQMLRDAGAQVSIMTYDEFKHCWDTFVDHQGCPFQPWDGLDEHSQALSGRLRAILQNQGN
mIAP block: blocks mouse intestinal alkaline phosphatase. inhibition, % at 10 µM. AID 2806. hit rate 0.2% among 330,000. purified mouse IAP, CDP-Star luminescence, 30 min;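 active = inhibition of at least 40% at 10 µM in the primary screen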;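 also: plate controls were DMSO with enzyme for no effect and no enzyme wells for full effect; values of inactives mirror those of a sister screen read the other way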
hIAP activ: human IAP activation; hit rate 0.16% among 330,000; purified human IAP, CDP-Star luminescence, 30 min; hits give high values; 1 = vehicle-only enzyme, 0 = enzyme-free background; activation factor at 10 µM;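 active = activation factor of the enzyme at least 2-fold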; also: the source names both 10 and 20 µM as test concentration; values of inactives mirror those of a sister screen read the other way
Target sequence (P09923 whole entry, looked up): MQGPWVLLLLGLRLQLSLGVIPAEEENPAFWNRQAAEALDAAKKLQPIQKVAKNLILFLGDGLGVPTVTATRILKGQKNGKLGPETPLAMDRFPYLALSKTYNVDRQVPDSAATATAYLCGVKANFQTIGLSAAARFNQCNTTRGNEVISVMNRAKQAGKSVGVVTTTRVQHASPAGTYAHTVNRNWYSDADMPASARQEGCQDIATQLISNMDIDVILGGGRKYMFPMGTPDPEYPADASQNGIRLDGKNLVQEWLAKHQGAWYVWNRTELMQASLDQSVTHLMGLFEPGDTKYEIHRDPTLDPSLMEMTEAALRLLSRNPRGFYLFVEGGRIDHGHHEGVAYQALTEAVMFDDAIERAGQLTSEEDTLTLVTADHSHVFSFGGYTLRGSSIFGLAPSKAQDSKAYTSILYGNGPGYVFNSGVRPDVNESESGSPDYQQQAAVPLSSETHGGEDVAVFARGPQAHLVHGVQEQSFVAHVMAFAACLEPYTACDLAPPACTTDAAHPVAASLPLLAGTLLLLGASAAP
mIAP activ: mouse IAP activation | hit rate 0.24% among 330,000 | muIAP, CDP-Star luminescence, 30 min; hits give high values; 1 = vehicle-only enzyme signal, 0 = enzyme-free wells | activation factor at 10 µM | AID 2805;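 active = activation factor of at least 2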; also: the source names both 10 and 20 µM as test concentration; values of inactives mirror those of a sister screen read the other way
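System: mouse IAP enzyme. Reagent: CDP-Star chemiluminescent phosphatase substrate. Benchmarks: DMSO wells, no-enzyme wells. Times: 30 min enzyme-substrate-compound incubation at room temperature. Detection: luminescence from enzymatic CDP-Star hydrolysis. Doses: test compounds delivered from DMSO solution.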
PfG6PD inh: PfG6PD (Plasmodium falciparum) enzyme inhibition; inhibition, % at 20 µM; PfGluPho enzyme, NADPH resazurin-diaphorase fluorescence; hit rate 0.78% among 350,000; AID 504690;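 active = inhibition reaching at least a set limit at 20 µM in the primary screen, cut at about 59% in these data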;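 also: 0% = DMSO wells with substrate and 100% = DMSO wells lacking glucose-6-phosphate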
hIAP block: blocks human intestinal alkaline phosphatase. P09923. purified IAP, CDP-Star luminescence, 30 min. inhibition, % at 10 µM. hit rate 0.12% among 330,000;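 active = inhibition reaching a set limit with compound at 10 µM in the primary screen, cut at about 35% in these data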;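 also: plate controls were DMSO wells with enzyme for no effect and no-enzyme buffer wells for full effect; values of inactives mirror those of a sister screen read the other way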
ATG4B inh: inhibitors of human ATG4B cysteine protease; Q9Y4P1; ATG4B cleavage of LC3-PLA2, NBD-HPC fluorescence, 1 h; inhibition, % at 8.33 µM; hit rate 0.51% among 340,000; AID 504462; in the data active = inhibition above about 40%
Target sequence (Q9Y4P1 whole entry, looked up): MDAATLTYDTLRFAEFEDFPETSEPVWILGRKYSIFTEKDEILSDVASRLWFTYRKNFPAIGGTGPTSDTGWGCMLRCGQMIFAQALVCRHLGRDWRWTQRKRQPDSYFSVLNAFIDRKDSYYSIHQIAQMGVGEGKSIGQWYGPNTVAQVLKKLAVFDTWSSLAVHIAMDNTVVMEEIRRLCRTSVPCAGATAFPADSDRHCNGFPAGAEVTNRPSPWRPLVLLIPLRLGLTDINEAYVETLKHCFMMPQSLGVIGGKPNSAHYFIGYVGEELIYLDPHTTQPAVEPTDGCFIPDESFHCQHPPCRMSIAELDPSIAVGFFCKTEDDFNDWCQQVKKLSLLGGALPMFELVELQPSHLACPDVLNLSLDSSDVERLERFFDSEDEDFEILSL
HKDC1 inhibitor: blocks human hexokinase HKDC1 activity; Q2TB90; recombinant HKDC1, G6PDH/diaphorase resazurin coupled fluorescence; inhibition, % at 20 µM; hit rate 0.16% among 340,000; AID 493160;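 active = inhibition above about 35% when tested at 20 µM, limit read from the data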;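 also: plate controls were DMSO wells with enzyme for no effect and DMSO wells lacking enzyme for full effect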
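Assay system: recombinant HKDC1 hexokinase; detection: coupled resazurin fluorescence, excitation 525 nm, emission 613 nm; benchmarks: DMSO-plus-enzyme-mix negative control, buffer-substituted positive control; compound dosing: single 20 µM dose; schedule: 90 min at room temperature in dark; also added: glucose plus 1 mM ATP as hexokinase substrates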
Active calls of the source: *. Outcome played no part in choosing rows. About 2.4% of those tested had a hit in this group.

SMILES	A3A deaminase	mIAP block	hIAP activ	mIAP activ	PfG6PD inh	hIAP block	ATG4B inh	HKDC1 inhibitor
CC(=O)NC1C(OCCOc2ccc(Cl)cc2Cl)OC(COC(C)=O)C(OC(C)=O)C1OC(C)=O (stereo not given)	-3	-19	1.1	1.2	-18	-6	-3	4
O=C(Oc1cc(Cl)ccc1Cl)C1=CC=CN2CCS(=O)(=O)N=C12	0	-10	0.98	1.1	-2	2	-2	-3
COC(=O)CCCC(=O)NC1CCCc2c1cnn2-c1ccc(F)cc1F (stereo not given)	-5	-4	1.1	1	4	-13	15	-1
Cc1ccc(C)c(N2CCN(C(=O)Cc3c(C(=O)O)[nH]c4ccc(Cl)cc34)CC2)c1	-3	7	0.8	0.93	-39	20	28	2
N#C/C(=C/c1ccc(-c2ccccc2[N+](=O)[O-])o1)C(=O)NCCN1CCCCC1	3	3	0.91	0.97	3	9	4	8
NNC(=O)c1cc2cc(OC(F)(F)F)ccc2[nH]1	0	-11	0.91	1.1	-1	10	5	-4
Cc1c(CN2CCCC(C)C2)c(O)n(CCO)c(=O)c1C#N (stereo not given)	2	8	1.1	0.92	6	-8	1	-8
O=C(COC(=O)CNS(=O)(=O)c1ccc(F)c(F)c1F)NCCc1ccccc1	2	-7	1.3	1.1	-7	-28	-4	-7
CN1CCN(C(=O)CN(C2CCCCC2)S(=O)(=O)c2ccc(Br)cc2)CC1	-3	6	0.87	0.94	-1	13	-9	-1
O=C(/C(=C/O)N=Nc1ccccc1)c1ccc(Cl)cc1	0	1	0.84	0.99	28	16	19	0
CC(C)Sc1nc(O)c(Cc2ccccc2)c(=O)[nH]1	-6	2	1.3	0.98	-21	-30	2	1
COc1cnn(-c2ccccc2)c(=O)c1N(C)C	-2	7	1	0.93	12	-2	-3	9
CC(C)(C)/C=N/NC(=O)C1CC1	1	11	0.93	0.89	-5	7	-6	-7
CSc1ccc(CN(C)C(=O)CNC(=O)c2sc3ccccc3c2Cl)cc1	-2	1	1.1	0.99	9	-14	-10	10
CCS(=O)(=O)c1nn2c(N)c(/C=C3/C=CC(=O)C(OC)=C3)c(=O)nc2s1	-2	23	1.1	0.77	3	-10	14	7
Fc1ccc(NC(=S)Nc2cc(Cl)ccc2Cl)cc1	0	-4	1	1	2	0	-4	-3
C=CCn1cc(/C=N\NC(=O)c2cc3c(ccc4ccccc43)o2)c2ccccc21	5	-4	1.1	1	45	-6	-11	-9
COc1cccc(NC(=O)CC(c2ccc(OC(C)C)cc2)c2ccccc2OC)c1 (stereo not given)	-1	-41	0.97	1.4	-5	3	2	-15
CC(C)CC(COCc1ccc(Cl)cc1)N1CCN(C(=O)c2ccc(C(F)(F)F)cc2)CCC1=O (stereo not given)	3	1	1.1	0.99	10	-14	-3	5
COc1cc(NC(N)=S)c(OC)cc1Cl	-1	-6	0.92	1.1	9	8	2	-1
Cc1cc(-n2c(C)cc(C(=O)CN3C(=O)NC4(CCCC4)C3=O)c2C)no1	-5	-14	1.1	1.1	-19	-7	-1	13
CCCN(CC(=O)Nc1ccc(C(C)=O)cc1)CC(=O)Nc1ccccc1C	-1	-6	1	1.1	-2	-1	-8	-3
CCOC(=O)c1c(CSc2ccccc2)n(C)c2cc(Br)c(O)c(CN(C)C)c12	-4	10	1.1	0.9	32	-8	-8	-6
CNC(=O)c1cc(C(=O)c2ccccc2C(F)(F)F)c[nH]1	0	8	1.1	0.93	10	-8	-13	-6
O=C(O)CCC(=O)N1c2ccccc2NC2=C(C(=O)CC(c3ccc(F)cc3)C2)C1c1ccc([N+](=O)[O-])o1 (stereo not given)	1	4	1.2	0.96	-6	-16	1	0

Sorted by value in A3A deaminase (ascending): 4 from the list above.
SMILES	A3A deaminase	mIAP block	hIAP activ	mIAP activ	PfG6PD inh	hIAP block	ATG4B inh	HKDC1 inhibitor
Cc1cc(-n2c(C)cc(C(=O)CN3C(=O)NC4(CCCC4)C3=O)c2C)no1	-5	-14	1.1	1.1	-19	-7	-1	13
CCOC(=O)c1c(CSc2ccccc2)n(C)c2cc(Br)c(O)c(CN(C)C)c12	-4	10	1.1	0.9	32	-8	-8	-6
CC(=O)NC1C(OCCOc2ccc(Cl)cc2Cl)OC(COC(C)=O)C(OC(C)=O)C1OC(C)=O (stereo not given)	-3	-19	1.1	1.2	-18	-6	-3	4
CSc1ccc(CN(C)C(=O)CNC(=O)c2sc3ccccc3c2Cl)cc1	-2	1	1.1	0.99	9	-14	-10	10

Next results:
SMILES	A3A deaminase	mIAP block	hIAP activ	mIAP activ	PfG6PD inh	hIAP block	ATG4B inh	HKDC1 inhibitor
CCCOc1c(Cl)cc(C(=O)Nc2ccc3c(c2)OCO3)cc1OCC	1	-6	1	1.1	34	-2	15	0
COCCNC(=O)CN1C(=O)CC(C)(C)S(=O)(=O)c2ccccc21	1	-8	1	1.1	1	-5	2	-8
O=C(NC1CCCC1)c1nc2c(nnn2Cc2ccccc2Cl)c(=O)[nH]1	-3	8	0.97	0.92	-6	3	-6	-11
O=C(O)c1cccc(NS(=O)(=O)c2ccc(S(=O)(=O)N3CCOCC3)cc2)c1	-4	2	1	0.98	-6	0	0	-1
C=CCCCCCCCCC(=O)NNC1=CC(=O)CC(C)(C)C1	-1	7	1.1	0.93	-14	-11	19	0
C=CCn1c(SCC(=O)NC2CCCCC2)nnc1-c1ccccn1	4	4	1.4	0.96	4	-36	-4	-4
Cn1c(CCN2CCN(c3ccccn3)CC2)nc2cc(NC(=O)COc3ccccc3)ccc21	-2	1	1.2	0.99	-5	-20	-14	1
COc1ccc(OCC(=O)NC2CCCCCCC2)cc1	0	-10	0.97	1.1	-11	2	-10	0
COCCN(C(=O)CSc1nnc(-c2ccc(C)c(C)c2)o1)c1c(N)n(CC(C)C)c(=O)[nH]c1=O	-2	5	1.1	0.95	8	-14	-10	-6
COc1ccc(C(=O)Nc2ccnn2C2CCN(CC3CC=CCC3)CC2)cc1 (stereo not given)	0	-7	1.1	1.1	15	-13	0	-13
COc1cccc(C(=O)N2CCN(C(=O)Cc3ccccc3)CC2)c1	-4	2	1	0.98	-11	-3	-7	-7
Cc1ccc(S(=O)(=O)N2[C@@H](c3ccc(C(C)(C)C)cc3)C(C(=O)O)=CC[C@H]2c2ccc3c(c2)OCO3)cc1	-2	13	1.1	0.87	-23	-13	19	6
COc1ccc(CC(=O)N/N=C(\C)CC(=O)Nc2ccc(N(C)C)cc2)cc1	2	-2	0.88	1	12	12	-14	-1
CCOC(=O)C1=C(CSc2nc3c(cc2C#N)CN(C)CC3)OC(N)=C(C#N)C1c1ccccc1 (stereo not given)	4	6	0.97	0.94	30	3	-6	6
N#Cc1c(-c2ccccc2)oc(=O)c2ccccc12	-1	-5	0.96	1.1	7	4	-1	-3
CCc1ccc(/C=C2\Oc3c(ccc(O)c3CN3CCN(CCO)CC3)C2=O)cc1	-6	-7	1.2	1.1	3	-16	9	1
Cc1nc(N(C)C)c2sc(=S)n(C)c2n1	7	8	0.92	0.92	9	8	-2	-3
O=S(=O)(c1ccc2c(c1)OCCO2)N1CCN(c2ncnc3sccc23)CC1	-1	5	1	0.95	4	-4	-12	-4
CC(=O)N1CCN(C(=O)c2cc(S(=O)(=O)N(C)c3ccc(F)cc3)ccc2Cl)CC1	0	3	1	0.97	8	-2	-2	-2
Cc1cccc(Oc2ccc(NC(=O)C3=CC=CN4CCS(=O)(=O)N=C34)cc2)c1	-5	-1	0.86	1	-1	14	-37	0
COC(=O)c1ccccc1S(=O)(=O)NNC(=O)Nc1ccccc1	-3	2	1	0.98	-12	-4	13	-7
CCOC(=O)c1c(NC(=O)C2COc3ccccc3O2)sc2c1CCN(Cc1ccccc1)C2 (stereo not given)	3	-18	0.98	1.2	4	2	-6	-3
O=C1NC[C@@H](Cc2cccc3ccccc23)N(CCc2cc(C(F)(F)F)cc(C(F)(F)F)c2)C1=O	4	-3	1.1	1	30	-15	-16	4
O=C(NCc1ccco1)c1nn2c(C(F)(F)F)cc(-c3cccs3)nc2c1Br	0	6	1	0.94	13	-4	3	3
O=C(Cc1c(Cl)cccc1Cl)Nc1ccncc1	-4	5	1.2	0.95	6	-15	-5	-5
SMILES	A3A deaminase	mIAP block	hIAP activ	mIAP activ	PfG6PD inh	hIAP block	ATG4B inh	HKDC1 inhibitor
Cc1ccccc1Cn1nc(C)c(NC(=O)c2cc(-c3cccs3)on2)c1C	-10	6	1	0.94	3	-2	13	1
O=C(Cc1sc(Nc2ccccc2)nc1-c1ccccc1)NCc1ccccn1	-2	12	0.87	0.88	8	13	6	-7
Cc1cc(C(=O)CC#N)c(C)n1-c1c(C)n(C)n(-c2ccccc2)c1=O	-2	-4	1.1	1	-9	-7	-3	6
COc1ccc(CCC(C)NCc2ccc(C(F)(F)F)cc2)cc1 (stereo not given)	-13	-7	1.1	1.1	-5	-13	-2	-2
CCOC(=O)Cn1c2ccc(C)cc2c2nc(C)sc21	-7	-10	1.2	1.1	13	-18	-3	-9
CCC(C)[C@H](NC(=O)N1CCC(C)CC1)C(=O)OC (stereo not given in full)	-3	6	1	0.94	6	-1	-1	-5
CCCn1c(SCC(=O)NC2CCC(C)CC2)n[nH]c1=O (stereo not given)	2	-1	1.1	1	2	-10	-5	-1
COc1cccc(C(=O)Nc2cc(-c3cn4cccnc4n3)ccc2C)c1	-2	1	0.9	0.99	3	10	16	-8
Cn1c(C(=O)N(Cc2ccccc2)Cc2ccccn2)cc2sccc21	0	4	1.2	0.96	17	-21	-9	-7
O=C(CCNC(=O)C1CCN(S(=O)(=O)c2ccc(F)cc2)CC1)NCc1ccncc1	-7	-4	1	1	4	-2	-3	-3
Cc1cccc(NC(=S)N2CCN(C(=O)c3ccco3)CC2)c1C	-1	2	0.95	0.97	5	5	-1	-3
COC(=O)C1=C(C)N(C)C(C)=C(C(=O)OC)C1c1ccc(C(=O)OC)cc1	-2	-2	1.3	1	-3	-30	-1	-3
Cc1ccc(CSCC(=O)N/N=C/c2cccc(OC3CSC3)c2)cc1	0	-1	1	1	8	-1	-17	12
O=C(NCc1ccc(Cl)cc1)c1ccccc1CCc1ccccc1	3	-6	1.1	1.1	-1	-5	55*	-2
Cc1ccc2[nH]c(C(F)(F)F)cc(=O)c2c1	-4	13	1	0.87	12	-1	14	0
CC(=O)Nc1ccc2nc3c(=O)n(C)c(=O)n(C)c3nc2c1	30	16	0.9	0.84	52	10	-2	18
CCOC(=O)C1CCCN(C(=O)c2ccc3c(=O)n(CCOC)c(=S)[nH]c3c2)C1 (stereo not given)	-4	-1	0.91	1	7	9	1	-6
Cc1cccc(Nc2cnn(C34CC5CC(CC(CC(=O)O)(C5)C3)C4)c(=O)c2Cl)c1	1	9	0.89	0.91	4	11	-11	-14
COc1cccc(NC(=O)CN(C)C(=O)C23CC4CC(CC(Cl)(C4)C2)C3)c1	-2	-18	0.95	1.2	-10	5	1	-2
COC(=O)C(C)Oc1ccc(Oc2nc(Cl)ccc2Cl)cc1 (stereo not given)	2	-2	1	1	-2	-2	-10	-4
Cc1cccc(COCC(Cc2ccccc2)N2CCN(C(=O)c3cccc(C)c3)CCC2=O)c1 (stereo not given)	-1	-2	1	1	11	0	-2	-3
CC(C)(C)NC(=O)C(c1ccncc1)N(C(=O)C1CSC(=O)C1)c1ccccc1 (stereo not given)	3	-19	1.1	1.2	19	-12	-7	1
COc1ccc(NC(=O)Cc2nnc(SCC(=O)Nc3ccccc3)n2C)cc1	3	-2	1	1	-1	-2	1	-5
Cc1cc(NCCCN)nc(-c2ccccc2O)n1	-3	-10	1.1	1.1	-5	-6	-2	-1
CCOc1ccc(-c2cc(NC(=O)Cn3ncc4c3-c3ccccc3OC4)on2)cc1OCC	2	-1	0.97	1	-11	3	-3	0
COc1cccc(Cn2cnc3c(N)c(C)c(C)cc32)c1	-5	6	1	0.94	40	-2	2	1
